Compound activity deposited in PubChem BioAssay by several laboratories.
LMPTP inh = blocks human LMPTP phosphatase. P24666. recombinant LMPTP-A, OMFP fluorogenic substrate, fluorescence intensity. inhibition, % at 20 µM. 360,000 tested, 0.22% active. AID 651560;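 active = compounds that cut the enzyme signal by at least half of the control window in the single-dose screen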;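 note: plate controls were DMSO wells with enzyme plus substrate for no effect and substrate without enzyme for full effect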
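Test system: LMPTP-A phosphatase enzyme. Amount: LMPTP-A at 0.625 nM final in the reaction. Reagent: OMFP substrate, 400 µM final. Times: 50 min at room temperature. Signal: endpoint fluorescence intensity from OMFP dephosphorylation. Read-out basis: % inhibition. Benchmarks: no-enzyme and uninhibited controls.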
CSN inh = CSN deneddylation inhibition; Purified CSN, SCF-Nedd8-OG deneddylation, fluorescence polarization; inhibition, % at 12.5 µM; 360,000 tested, 0.38% active;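 active = pattern-corrected inhibition above about 35%, with an unprinted fluorescence ratio check between 0.5 and 1.5, limit read from the data, passing the limit was not always enough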;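 note: 0% = enzyme with substrate and 100% = substrate without enzyme; some results filed as inactive read as strong as hits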
Target sequence (Q92905 whole entry, looked up, one chain of several): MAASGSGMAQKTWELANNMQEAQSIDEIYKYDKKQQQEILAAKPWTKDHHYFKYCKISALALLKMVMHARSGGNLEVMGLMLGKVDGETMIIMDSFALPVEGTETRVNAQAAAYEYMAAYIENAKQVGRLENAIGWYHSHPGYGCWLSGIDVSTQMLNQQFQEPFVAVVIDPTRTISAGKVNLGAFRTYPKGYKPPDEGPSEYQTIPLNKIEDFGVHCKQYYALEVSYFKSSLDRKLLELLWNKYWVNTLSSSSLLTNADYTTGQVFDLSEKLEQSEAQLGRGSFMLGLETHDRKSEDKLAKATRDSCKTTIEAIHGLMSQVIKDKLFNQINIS
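Test system: Human Csn5 produced in HEK293T cells | Compound: 12.5 µM single point | Times: 90 min, room temperature | Signal: Fluorescence polarization readout | Read-out basis: % inhibition of substrate cleavage by Csn5 | Controls: no-enzyme wells high, enzyme-with-substrate wells low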
STEP inh = blocks human striatal-enriched tyrosine phosphatase. inhibition, % at 20 µM. recombinant STEP, OMFP fluorogenic substrate, fluorescence. P54829. 360,000 tested, 0.25% active;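 active = inhibition at 20 µM, scaled per plate between control wells, above about 37%, limit read from the data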;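 note: 0% = DMSO with enzyme and substrate and 100% = substrate only without enzyme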
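medium = Bis-Tris buffer pH 6.0, 2.5 mM DTT, 0.005% Tween 20 | test system = STEP (striatal-enriched tyrosine phosphatase) enzyme, cell-free | measure = normalized % inhibition | compound dosing = 20 µM, 1% DMSO | also added = 25 µM OMFP | schedule = reaction 20 min, ambient temperature | measured by = fluorescence read at 480 nm ex / 540 nm em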
Rpn11 inh = blocks the human proteasome subunit Rpn11 | O00487 | 360,000 tested, 0.59% active | human 26S proteasome, Ub4-pepOG fluorescence polarization; 20S core pre-blocked with epoxomicin | calls only at 20 µM | AID 588493;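 active = inhibition at 20 µM, scaled to each plate's controls, above about 33%, limit read from the data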
Target sequence (O00487 whole entry, looked up): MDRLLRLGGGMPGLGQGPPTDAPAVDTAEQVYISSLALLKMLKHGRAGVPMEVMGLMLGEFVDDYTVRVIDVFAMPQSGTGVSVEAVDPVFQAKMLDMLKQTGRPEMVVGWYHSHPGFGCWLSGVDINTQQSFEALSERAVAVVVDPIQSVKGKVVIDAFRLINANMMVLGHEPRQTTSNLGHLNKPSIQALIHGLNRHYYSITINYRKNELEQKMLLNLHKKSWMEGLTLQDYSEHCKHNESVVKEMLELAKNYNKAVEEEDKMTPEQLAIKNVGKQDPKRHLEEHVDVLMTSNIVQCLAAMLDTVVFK
DNMT1 inh = blocks human DNA methyltransferase DNMT1. DNMT1 molecular beacon, Hinp1I cleavage, fluorescence. inhibition (reported as % activation of signal), % at 10 µM. 360,000 tested, 0.83% active. AID 588458; in the data active = inhibition above about 50%
TbMetRS inhib = Trypanosoma brucei MetRS inhibition. purified T. brucei MetRS, ATP depletion, Kinase-Glo luminescence. inhibition, % at 11.9 µM. AID 624268. 360,000 tested, 0.4% active;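 active = inhibition above a per-plate cutoff of the control wells' mean inhibition plus 3 SD, cut at about 5.5% in these data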;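 note: 0% = DMSO wells median and 100% = median of wells with control inhibitor compound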
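Material: parasite MetRS enzyme / Replication: singlicate, one well per compound / Signal: luminescence of leftover ATP / Schedule: 2 h aminoacylation at 25 °C after 15 min preincubation / Medium: HEPES-MgCl2-KCl buffer plus DTT, spermine, BSA, pyrophosphatase / Doses: 11.9 µM single point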
Scp-1 inhibitor = blocks human Scp-1 phosphatase activity; Recombinant Scp1, phosphopeptide, malachite green phosphate absorbance; 340,000 tested, 0.88% active; Q9GZU7; inhibition, % at 20 µM;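 active = inhibition above about 50% at 20 µM, limit read from the data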;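 note: plate controls were DMSO wells with enzyme for no effect and wells lacking enzyme for full effect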
Target sequence (Q9GZU7 76-261 limits assumed): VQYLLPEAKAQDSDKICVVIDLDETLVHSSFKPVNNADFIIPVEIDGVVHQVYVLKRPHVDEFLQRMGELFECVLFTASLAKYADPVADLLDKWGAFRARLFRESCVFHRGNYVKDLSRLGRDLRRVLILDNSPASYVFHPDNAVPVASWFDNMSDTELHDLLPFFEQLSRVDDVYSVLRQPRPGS
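assay system = SCP-1 phosphatase catalytic domain, residues 76-261 | buffer or medium = 50 mM Tris acetate pH 5.5, 0.005% Tween-20, 10 mM MgCl2 | incubation = enzyme reaction 45 min at room temperature, colour 5 min, stabilisation 30 min | signal = Phosphate-binding colour reagent, absorbance read at 630 nm | measure = % inhibition at 20 µM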
NadD inh = blocks S. aureus nicotinate mononucleotide adenylyltransferase; purified NadD enzyme, colorimetric absorbance read-out; inhibition, % at 20 µM; 360,000 tested, 0.78% active; AID 602399; in the data active = inhibition above about 26%; note: some compounds past the cut are filed as inactive
SUMO1-SIM PPI = alters human SUMO1 binding to SIM partners | SUMO1 binding to a labelled peptide, TR-FRET, 1 h | inhibition, % at 20 µM | 360,000 tested, 0.33% active | AID 602429; in the data active = inhibition above about 37%
Target sequence (P63165 whole entry, looked up): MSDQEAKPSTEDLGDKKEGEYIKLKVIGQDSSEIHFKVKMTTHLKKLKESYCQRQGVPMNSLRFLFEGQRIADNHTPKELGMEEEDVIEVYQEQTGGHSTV
MsrA inhibitor = inhibitors of bovine MsrA; AID 651718; purified bovine MsrA, absorbance read-out; inhibition, % at 15.5 µM; 360,000 tested, 0.75% active; in the data active = inhibition above about 4.5%;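 note: 0% = vehicle wells with enzyme and 100% = reference inhibitor wells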
Active calls of the source: *; i = inactive; / = no result given.

SMILES | LMPTP inh | CSN inh | STEP inh | Rpn11 inh | DNMT1 inh | TbMetRS inhib | Scp-1 inhibitor | NadD inh | SUMO1-SIM PPI | MsrA inhibitor
COc1ccc(C(=O)COC(=O)C(C)N2C(=O)C3C4CCC(C4)C3C2=O)cc1 (stereo not drawn) | -0.5 | 1 | -2 | i | 1 | 0.4 | -3 | -7 | 8 | -0.6
Cc1ccc(NC(=O)CN(C)C(=O)C(C)OC(=O)CNC(=O)c2ccc(Cl)c([N+](=O)[O-])c2)cc1 (stereo not drawn) | 0.2 | 1 | -1 | i | 0 | -0.3 | -3 | -7 | -24 | -0.5
CC(=O)OCCCNc1cc(SCc2ccco2)c2nonc2c1[N+](=O)[O-] | 15 | 38 | 5 | i | 2 | 0.0 | 11 | 6 | 30 | 1.2
CCn1c(=N)n(CC(=O)c2ccc(OC)cc2)c2ccccc21 | 1.2 | -3 | -3 | i | 1 | 0.6 | 3 | 0 | 1 | -0.9
Cn1ccnc1C(=O)c1cc(SCC(=O)NC2CC2)nc2ccccc12 | 0.1 | 1 | -2 | i | 1 | -0.3 | -5 | -3 | -12 | 2.1
CCCCC(=O)OCc1c(-c2cccc(OC)c2)ncc2ccccc12 | 2.9 | -1 | 1 | i | 9 | -0.3 | 5 | 6 | 1 | 1.0
COc1ccc2nc(SCCOC(=O)Nc3ccc(Cl)cc3)nc(C)c2c1 | 2.5 | 4 | -4 | i | -8 | -0.1 | -4 | -4 | -4 | -0.7
O=C(COc1ccc(F)c(Cl)c1)Nc1ccc(N2CCOCC2)cc1 | -1.4 | -6 | 1 | i | 8 | -0.1 | -1 | 0 | 5 | 0.1
COc1ccc(CN2CCNC(=O)C2CC(=O)N(C)Cc2ccon2)c(F)c1 (stereo not drawn) | 0.1 | -4 | -2 | i | -3 | -0.2 | -4 | -4 | -7 | -0.1
O=c1[nH]c2ccc(Cl)cc2c(=O)n1Cc1ccco1 | -0.3 | 2 | -2 | i | -2 | 9.4* | -14 | -4 | 2 | -0.9
CCOc1cc(S(=O)(=O)N2CCN(CC)CC2)ccc1Cl | -1.5 | 0 | 1 | i | -8 | 0.5 | -1 | 3 | -2 | -0.2
CCc1ccc(NC(=O)C2CCN(S(=O)(=O)c3c(C)[nH]c(=O)[nH]c3=O)CC2)cc1 | -0.9 | 6 | 1 | i | -2 | -1.9 | 0 | -4 | 9 | -1.3
O=C1NC(=O)/C(=C\c2cn(CC(=O)N3CCOCC3)c3ccccc23)S1 | -2.6 | 1 | -3 | i | -3 | 0.4 | -4 | -3 | -18 | 1.5
NS(=O)(=O)c1ccc(Sc2nc3ccccc3s2)c([N+](=O)[O-])c1 | 2.6 | -1 | -2 | i | 0 | -0.4 | -14 | -6 | -33 | 0.7
COc1ccccc1C(=O)N(CCN(C)C)c1nc2cc(C)cc(C)c2s1 | 0.3 | -2 | -3 | i | 1 | -0.8 | -9 | -9 | -2 | -0.3
COc1ccc(-c2cc3nc(C)cc(NCCO)n3n2)cc1 | 1.3 | 6 | 2 | i | -2 | -0.8 | -8 | 2 | 6 | 0.4
COc1ccc(NC(=O)CN2CCN(c3ccccc3Cl)CC2)cc1 | -0.3 | -3 | 1 | i | -4 | 0.2 | -5 | -7 | 1 | -0.6
Cc1ccc(C(=O)NCCN2CCOCC2)cc1C | -1.9 | -2 | 2 | i | -2 | -0.6 | 0 | 2 | 5 | -1.4
COc1ccc(Cl)cc1NC(=O)CN1C(=O)NC(Cc2c[nH]c3ccccc23)C1=O (stereo not drawn) | 1.1 | 3 | -4 | i | 1 | -0.5 | -8 | -4 | 0 | -0.4
CCN(Cc1ccncc1)C(=O)c1cc(COc2ccc(F)cc2Cl)on1 | 0.1 | 0 | -1 | i | -3 | 0.1 | -2 | 4 | -5 | 2.0
Cc1ccc([N+](=O)[O-])c(OCCn2cnc3ccccc32)c1 | -0.4 | 6 | -3 | i | 0 | 0.5 | 0 | -8 | -4 | -1.2
CCOC(=O)[C@]12CCCC=C1N(Cc1ccc3c(c1)OCO3)C(=O)[C@H](CC(=O)NCCCCc1ccccc1)C2 | 4.0 | -6 | / | / | / | -0.7 | / | 0 | 10 | 1.0
C=CCOn1c(=O)c(-c2ccc(OC)cc2)[n+]([O-])c2ccccc21 | -0.7 | -2 | -1 | i | 0 | -0.6 | -7 | -6 | -21 | 1.7
Cc1ccc(-c2nnn(CC(=O)N(c3cccc(F)c3)C(C(=O)NC3CCCC3)c3ccncc3)n2)o1 (stereo not drawn) | -1.8 | 3 | -2 | i | 42 | 0.7 | -5 | -2 | 2 | -0.4
O=C(COC(=O)c1ccco1)Nc1ccc2[nH]c(=O)[nH]c2c1 | -0.3 | 0 | -3 | i | 1 | -0.3 | -5 | 6 | 51* | 1.3
SMILES | LMPTP inh | CSN inh | STEP inh | Rpn11 inh | DNMT1 inh | TbMetRS inhib | Scp-1 inhibitor | NadD inh | SUMO1-SIM PPI | MsrA inhibitor
Cc1ccc(C)c(-n2c3nc(=O)[nH]c(=O)c-3cc3cc([N+](=O)[O-])ccc32)c1 | 2.8 | -11 | 1 | i | 30 | 0.9 | 6 | 5 | -6 | 2.1
O=C(CN1CCN(C/C=C/c2ccccc2)CC1)Nc1cc([N+](=O)[O-])ccc1Cl | -1.0 | -19 | 1 | i | -9 | 0.0 | -8 | -9 | -20 | 1.7
COc1ccc(NC(=O)c2cccc(S(=O)(=O)N3CCCC3)c2)cc1OC | -0.1 | 0 | 2 | i | 0 | -0.5 | 0 | -5 | 2 | -0.6
CSc1nc(-c2ccccc2)nn1C(=O)c1ccco1 | 0.1 | 0 | -8 | i | 4 | -0.1 | -10 | 2 | 1 | -0.6
CC(CCN1C(Nc2ccccc2)=NC[C@@H]1Cc1ccccc1)c1ccccc1 (stereo partly drawn) | 0.8 | 1 | 0 | i | -1 | -0.4 | 9 | -1 | -6 | 1.0
CCNC(=O)NC(=O)CSc1nc2ccccc2n1CCOC | -2.1 | 4 | -6 | i | 1 | -0.8 | -4 | -2 | -3 | 1.0
Cn1cnnc1SCc1ccc(C(=O)N/N=C(/CCC(=O)O)c2ccc(C(C)(C)C)cc2)cc1 | -1.4 | -5 | -2 | i | 3 | -0.2 | -12 | 0 | 4 | -0.2
O=C(Nn1cnc2ccccc2c1=O)c1cccc(Cl)c1 | -0.4 | 0 | -1 | i | 2 | -0.1 | -7 | 1 | 6 | 0.6
CCOCCCNC(=O)c1ccc(Cn2c(=S)[nH]c3c([nH]c4ccc(OC)cc43)c2=O)cc1 | 0.4 | -1 | -2 | i | -19 | -1.3 | -2 | -2 | 1 | 0.3
Cc1ccc(NC(=O)CCN2C(=O)c3ccccc3S2(=O)=O)cc1C | 0.4 | 1 | 1 | i | 7 | -0.2 | -5 | -7 | 11 | -0.1
CN(C)/C=C/C(=O)c1ccc(F)cc1F | -0.6 | 6 | 0 | i | 1 | -0.5 | -5 | 4 | 11 | 2.2
COc1cc(C(=O)c2nccc3cc(OC)c(OC)cc23)c([N+](=O)[O-])cc1OC | 3.0 | 34 | 3 | i | 58* | 1.1 | -7 | -10 | 9 | -0.8
CC(NCCOc1ccccc1F)C(=O)Nc1ccc(S(N)(=O)=O)cc1 (stereo not drawn) | 0.2 | 7 | -1 | i | -5 | -0.3 | -8 | -1 | -2 | -0.3
O=C(/C=C/Nc1cccc(C(F)(F)F)c1)c1ccco1 | 0.3 | -2 | 0 | i | 6 | -2.0 | 3 | 3 | -2 | 2.7
Cc1c(-n2c(SCC(=O)O)nnc2-c2ccccc2Cl)c(=O)n(-c2ccccc2)n1C | -0.8 | 5 | 1 | i | 0 | -0.1 | -2 | 1 | -3 | 1.3
Cc1cc(OCc2ccc(C(=O)Nc3ccc(C(=O)O)cc3)o2)ccc1Cl | 1.2 | 0 | 2 | i | 3 | -0.9 | 12 | 1 | 9 | 0.8
Cc1cc(S(=O)(=O)NC(C)c2nnc3ccccn23)ccc1Br (stereo not drawn) | -2.1 | -1 | 0 | i | 0 | -0.4 | -6 | 0 | -1 | 0.8
CC(=O)C1=C(C)Nc2ncnn2C1c1ccc(F)cc1 (stereo not drawn) | -1.1 | -2 | -1 | i | 2 | -1.3 | -1 | -2 | 1 | 1.7
CCCn1nc(NC(=O)c2ccco2)c2cc3cc(C)ccc3nc21 | 1.5 | 1 | -1 | i | -5 | -0.7 | -11 | -6 | -21 | 1.3
CC(C)[C@H](NC(=O)OC(C)(C)C)c1cc(C(=O)N[C@@H](C)c2ccccc2)c(N)s1 | 3.2 | 12 | / | / | / | -0.7 | / | / | -6 | -0.4
CCS(=O)(=O)N1CCC(C(=O)Oc2ccccc2OC)CC1 | -0.8 | -2 | -2 | i | 3 | -0.3 | -6 | 0 | 3 | -0.5
Cc1cc(C(=O)CSc2nnnn2C)c(C)n1CCc1ccc(F)cc1 | 3.0 | 4 | -1 | i | 8 | -0.3 | -4 | -3 | -1 | 1.5
COc1ccccc1/C=C(/C(=O)OCC(=O)N(C)Cc1ccccc1)c1ccccc1 | 4.9 | 1 | -1 | i | -2 | -0.3 | -8 | -11 | 0 | 0.2
CC(C)(C)NC(=O)CSc1nnc(NC(=O)c2ccccc2Cl)s1 | -0.8 | -1 | -1 | i | 0 | -1.1 | 7 | -2 | 0 | 0.1
CC1CCC(NC(=O)CSc2nnnn2C)CC1 (stereo not drawn) | -1.7 | -4 | 0 | i | 3 | -0.2 | 3 | -1 | 1 | 0.9
NC(=O)Cn1c(=O)n(C2CCCCC2)c(=O)c2c3c(sc21)CCCCC3 | -0.9 | -4 | -1 | i | -1 | -1.2 | 5 | 1 | 1 | -0.4

Given with two lines to a compound: entries from further up
Results follow in this order: LMPTP inh | CSN inh | STEP inh | Rpn11 inh | DNMT1 inh | TbMetRS inhib | Scp-1 inhibitor | NadD inh | SUMO1-SIM PPI | MsrA inhibitor
Cc1ccc(C)c(-n2c3nc(=O)[nH]c(=O)c-3cc3cc([N+](=O)[O-])ccc32)c1
  2.8 | -11 | 1 | i | 30 | 0.9 | 6 | 5 | -6 | 2.1
CN(C)/C=C/C(=O)c1ccc(F)cc1F
  -0.6 | 6 | 0 | i | 1 | -0.5 | -5 | 4 | 11 | 2.2
O=C(CN1CCN(C/C=C/c2ccccc2)CC1)Nc1cc([N+](=O)[O-])ccc1Cl
  -1.0 | -19 | 1 | i | -9 | 0.0 | -8 | -9 | -20 | 1.7
COc1ccc(NC(=O)c2cccc(S(=O)(=O)N3CCCC3)c2)cc1OC
  -0.1 | 0 | 2 | i | 0 | -0.5 | 0 | -5 | 2 | -0.6
CCS(=O)(=O)N1CCC(C(=O)Oc2ccccc2OC)CC1
  -0.8 | -2 | -2 | i | 3 | -0.3 | -6 | 0 | 3 | -0.5
